# Source: PubChem (National Center for Advancing Translational Sciences (NCATS))
# GAA spleen mod = inhibitors or activators of human alpha-glucosidase in spleen homogenate. actives 0.006% (n = 240,000). AID 2112. P10253. human spleen homogenate, 4-MU-alpha-glucoside fluorescence. Potency, µM (titrated, usually from 79.9 µM), for inactives: at the top dose activity change, negative = inhibition, hits mostly inhibitors;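 also: 0% = enzyme with vehicle and -100% = no enzyme basal signal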
#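 Human spleen homogenate (1 ug) incubated with compounds and 1 mM 4-methylumbelliferyl-alpha-D-glucopyranoside in pH 5.0 citrate/phosphate buffer, 37 C, 40 min. Stopped at pH 10; 4-MU fluorescence (Ex 365/Em 440 nm); AC50 by Hill fit.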
# TexasRed fluor = counter-screen for TRb-SRC2 inhibitors: fluorescence interference. Potency, µM (titrated, usually from 106 µM), inactives show at the top dose fluorescence change, negative = quenching. AID 1479. actives 0.29% (n = 280,000). TRb/SRC2 Texas Red total fluorescence interference; active = well fitted curve in either direction with a large enough effect; inconclusive = small, poorly fitted or top-dose-only effect
#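 Human TRb ligand-binding domain at 0.6 uM with 20 nM Texas Red SRC2 peptide in Tris buffer containing 1 uM T3 and 5% DMSO, incubated with compound 5 h at ambient temperature. Total fluorescence (555/632 nm) calculated as parallel + 2 × perpendicular.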
# L3MBTL1 inh = blocks human L3MBTL1; Q9Y468; AlphaScreen L3MBTL1–H3K9me1 peptide binding; Potency, µM (titrated, usually from 57.1 µM), for the others: at the highest dose activity, negative = inhibition, most hits filed as inhibitors; actives 0.66% (n = 230,000); also: nearly all actives have a fitted effect of over 60% in size
#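 AlphaScreen assay: L3MBTL1 (50 nM final) was preincubated 30 min at room temperature with biotinylated H3(1-15)K9me1 peptide (75 nM final), then 30 min with library compounds; streptavidin donor and nickel chelate acceptor beads (10 ug/mL final) added, 30 min dark.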
# GAA inh = inhibitors of human lysosomal alpha-glucosidase; P10253; purified human GAA, 4-MU-alpha-glucoside fluorescence; Potency, µM (titrated, usually from 76.9 µM), for the others: at the top dose activity change, negative = inhibition, actives largely listed as inhibitors; actives 0.005% (n = 200,000); AID 1466;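 also: plate controls were uninhibited enzyme wells for no effect and no-enzyme background for full effect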
#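 Human enzyme at 4 nM with 400 uM 4-methylumbelliferyl-alpha-D-pyranoside, citrate/phosphate buffer pH 5.0, 0.005% Tween-20, 20 min at room temperature. Compounds up to 77 uM. 4-MU fluorescence (Ex 365/Em 440) read after NaOH/glycine stop; AC50 from Hill fit.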
# RECQ1 helicase = RECQ1 (human) helicase inhibition | RECQ1 DNA unwinding, red fluorescence kinetic read | Potency, µM (series often up to 57.3 µM), inactives show at the highest dose activity, negative = inhibition, hits mostly inhibitors | P46063 | actives 0.54% (n = 240,000);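 also: plate controls were vehicle for no effect and no enzyme for full effect; nearly all actives have a fitted effect of over 30% in size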
# Target sequence (P46063 whole entry, looked up): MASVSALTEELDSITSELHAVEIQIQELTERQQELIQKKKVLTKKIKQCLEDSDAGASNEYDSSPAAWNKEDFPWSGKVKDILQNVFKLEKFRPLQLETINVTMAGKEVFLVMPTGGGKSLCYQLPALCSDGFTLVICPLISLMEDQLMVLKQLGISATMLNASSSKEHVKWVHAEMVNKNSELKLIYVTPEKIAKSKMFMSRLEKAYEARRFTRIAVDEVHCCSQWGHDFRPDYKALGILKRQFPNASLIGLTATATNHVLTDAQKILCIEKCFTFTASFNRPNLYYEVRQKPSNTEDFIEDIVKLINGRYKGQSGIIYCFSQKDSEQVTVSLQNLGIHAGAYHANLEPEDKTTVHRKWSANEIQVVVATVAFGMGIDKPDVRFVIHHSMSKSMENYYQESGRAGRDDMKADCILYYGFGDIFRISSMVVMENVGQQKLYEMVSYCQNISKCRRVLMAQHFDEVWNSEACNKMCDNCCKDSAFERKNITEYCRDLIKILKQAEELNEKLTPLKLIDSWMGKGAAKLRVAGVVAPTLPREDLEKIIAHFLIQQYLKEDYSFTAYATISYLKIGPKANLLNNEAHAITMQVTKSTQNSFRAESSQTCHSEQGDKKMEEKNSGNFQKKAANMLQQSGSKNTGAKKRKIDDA
#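 50 nM RECQ1T1 preincubated 15 min with compound in Tris pH 8.0 buffer with MgCl2, DTT, Tween-20 and 2.5 ug/ml poly(dI-dC); started with 200 nM TAMRA/BHQ-2 forked duplex and 2 mM ATP. Unwinding read as fluorescence (525/598 nm), two reads 2 h apart.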
# TRb-SRC2 inh = TRbeta-SRC2 interaction inhibition; Potency, µM (series often up to 106 µM), without a hit: at the top dose activity change, negative = inhibition, hits mostly inhibitors; TRbeta-SRC2 peptide binding, fluorescence polarization; receptor liganded with 1 µM T3; AID 1469; actives 0.065% (n = 280,000);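 also: plate controls were bound peptide for no effect and peptide without receptor for full effect; nearly all actives have a fitted effect of over 50% in size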
# Target sequence (P10828 whole entry, looked up): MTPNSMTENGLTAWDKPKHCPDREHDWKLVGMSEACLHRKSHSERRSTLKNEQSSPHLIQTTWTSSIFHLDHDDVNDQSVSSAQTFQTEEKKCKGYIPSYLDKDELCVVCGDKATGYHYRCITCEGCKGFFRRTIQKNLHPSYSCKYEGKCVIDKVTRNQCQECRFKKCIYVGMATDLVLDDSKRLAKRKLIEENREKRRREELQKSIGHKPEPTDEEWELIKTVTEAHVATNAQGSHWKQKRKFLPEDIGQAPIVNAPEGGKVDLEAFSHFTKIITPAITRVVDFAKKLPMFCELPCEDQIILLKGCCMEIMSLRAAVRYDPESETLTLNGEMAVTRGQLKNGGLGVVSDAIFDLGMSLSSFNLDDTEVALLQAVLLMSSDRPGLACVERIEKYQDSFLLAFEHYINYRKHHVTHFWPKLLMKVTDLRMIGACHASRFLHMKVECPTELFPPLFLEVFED
#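 Human TRb ligand-binding domain (0.6 uM) is mixed with 20 nM Texas Red SRC2 peptide and 1 uM T3; after compound addition and 5 hr at ambient temperature, polarization is measured and normalized to unbound and bound controls.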
# RGS12 GoLoco inh = inhibitors of human Gai1-RGS12 GoLoco interaction (red fluorophore); P63096; Gai1:RGS12 GoLoco peptide FP, rhodamine, 10 min; Potency, µM (titrated, usually from 61.6 µM), without a hit: at the top dose activity, negative = inhibition, usual class: inhibitors; actives 0.44% (n = 230,000); AID 880; active = well fitted inhibition curve with a large enough effect, not every such curve was filed as active; inactive = no such curve, though single readings can be large or run the other way; also: nearly all actives have a fitted effect of over 30% in size; many of its hits are not listed in these tables
# GAA glycogen mod = inhibitors or activators of human alpha-glucosidase glycogen cleavage; P10253; recombinant GAA, glycogen substrate, Amplex Red glucose oxidase fluorescence; Potency, µM (doses to about 76.4 µM), inactives show at the top dose activity change, negative = inhibition, usual class: inhibitors; actives 0.38% (n = 300,000); AID 2100;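 also: 0% = full enzyme reaction and -100% = no-enzyme basal signal; the screen sought inhibitors and activators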
#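 Recombinant human alpha-glucosidase (4 nM final) hydrolysed bovine liver glycogen (30 ug) for 40 min at 37 C in pH 5.0 citrate/phosphate with 0.01% Tween-20. Released glucose detected by glucose oxidase/Amplex Red, Ex 573/Em 610 nm. Compounds up to 77 uM; AC50 from Hill fits.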
# Starred values were filed as active, the others as inactive; i = inactive; ? = inconclusive; . = not tested or not shown; & = joins results of further samples; [ ] = dose if it differs, or a comment. Unless noted, calls follow the shape of the dose curve; as a rule, active = well fitted curve in the direction sought with a large enough effect; inconclusive = small, poorly fitted or top-dose-only effect, or another doubt; inactive = no such curve, though single readings can be large; an effect the other way counts as inactive or inconclusive. Unless noted, % is scaled to controls: 0 for no effect and ±100 for the full control effect; potency is read from the fitted curve at half-maximal effect. Some of the compounds tested (hit frequency here may not be typical).
# Values run as follows: RGS12 GoLoco inh	GAA inh	GAA spleen mod	L3MBTL1 inh	TexasRed fluor	RECQ1 helicase	GAA glycogen mod	TRb-SRC2 inh
1. CN(Cc1ccccc1NS(=O)(=O)c1ccc(Cl)cc1)C1CCCCC1
→ 1%	4%	10%	1%	4%	-4%	4%	7%
2. O=C(CSc1nnnn1Cc1ccccc1)Nc1ccc2c(c1)OCCO2
→ 6%	-5%	2%	-3%	-3%	-2%	4%	-11%
3. O=C(CCCC(=O)N(CC(=O)NC1CCCCC1)Cc1ccco1)Nc1ccccn1
→ 0%	-7%	-10%	1%	0%	-7%	-6%	3%
4. C=C1CCC2C(C)(CO)C(O)CCC2(C)C1C/C=C1\C(=O)OCC1O (centres undefined)
→ 2%	.	-2%	.	-1%	-1%	.	-5%
5. Cc1ccc2nc(/N=C(\N)NC(=O)NC3CCCCC3)nc(C)c2c1
→ 3%	.	-6%	-22%	-3%	-7%	6%	9%
6. CCOC(=O)C1=C(CC)OC(N)=C(C#N)C1c1cc(OC)ccc1OC (centres undefined)
→ 5%	4%	2%	.	-2%	-2%	-5%	1%
7. COc1cccc(/C=N/NC(=O)c2ccc(OCc3cccc(Br)c3)cc2)c1
→ -8%	-4%	-7%	?	-1%	-2%	0%	9%
8. CCC(=O)Nc1ccc(N2CCC(C)CC2)cc1
→ -11%	4%	-1%	-16%	1%	1%	-6%	6%
9. CO[C@H]1COC(=O)[C@H](C)NC(=O)C/C=C\[C@@H](C)[C@H](OC)COC(=O)C/C=C\[C@@H]1C
→ .	.	7%[17.4 µM]	.	4%[11.2 µM]	19%[11.5 µM]	.	1%[11.2 µM]
10. CC(=O)/C(=N\Nc1ccc(Cl)cc1)Sc1nnc(-c2ccccc2)n1-c1ccccc1
→ 10%	5%	4%	-1%	2%	-12%	-16%	-8%
11. NS(=O)(=O)c1ccc(N/N=C/c2ccccn2)c([N+](=O)[O-])c1
→ 0%	-4%	-12%	-25%	-4%	-3%	0%	-5%
12. CCOc1ccccc1Oc1coc2cc(OCC(=O)O)ccc2c1=O
→ 12%	-1%[15.4 µM]	5%	?	0%	i	0%	-3%
13. Cc1ccc(NC(=O)c2cc(S(=O)(=O)N3CCCC3)c[nH]2)c(C)c1
→ .	.	.	-3%	1%	.	11%&-6%[76.3 µM]	3%
14. Nc1nc(Br)c2c(F)cccc2c1-c1ccc(F)cc1
→ 2%	4%	1%	12%	-3%	-6%	-29%	-3%
15. Cc1noc(C)c1COc1cccc(C(=O)Nc2ccc(C#N)cc2)c1
→ 11%	-10%	-16%	-3%	2%	i	-2%	-5%
16. Cc1cc(C)cc(N2C(=O)CCN(Cc3ccccc3)C2=O)c1
→ -2%	.	1%	4%	-5%	-3%	1%	-3%
17. O=C(O)c1ccc(Cl)c(S(=O)(=O)N2CCCC2)c1
→ 6%	.	2%	-30%	0%	-4%	-9%	0%
18. CCSc1nnc(NC(=O)CSc2nccn2-c2cc(C)cc(C)c2)s1
→ .	2%	0%	-3%	-5%	0%	-4%	-3%
19. COc1ccccc1NC(=O)c1c(C)nc2ccccc2c1C(=O)O
→ -1%	.	0%	6%	-3%	-1%	4%	-2%
20. CC(=O)Nc1ccc(NC(=O)CSc2nnnn2-c2ccc3c(c2)OCCO3)cc1
→ 6%	-1%	2%	-8%	0%	i	14%	2%
21. CC1CC(C)CN(C(=O)COC(=O)c2ccc[nH]c2=O)C1 (centres undefined)
→ 3%	?	-21%	.	1%	-5%	-3%	8%
22. CSC(=NC#N)N1CCN(C(=NC#N)SC)CC1
→ 6%	-6%	-3%	18%	0%	i	-2%	1%
23. COc1cc(N/C(N)=N/c2nc(C)cc(C)n2)c(OC)cc1Cl
→ 7%	?	-9%	-8%	0%[53 µM]	31%[activator]	12%	5%[53 µM]
24. Cn1c(-c2sc3cc(C(F)(F)F)cnc3c2-c2ccccn2)n[nH]c1=S
→ -5%	2%	-10%	-2%	-3%	0%	-2%	0%
25. C=CCNC(=O)CSc1ncc2c(n1)-c1c(csc1SC)CC2
→ 4%	?	-4%	-8%	-6%	-5%	0%	-4%
26. COc1cc(OC)c(/C=N/NC(N)=S)cc1Br
→ 2%	0%	-2%	5%	-1%	0%	-1%	-4%
27. CCCCCC(=O)Nc1sc(C)c(C)c1C#N
→ 18%	3%	-5%	9%	0%	2%	8%	-11%
28. CCOc1ccc(N2C(=O)Nc3ccccc3C2(O)C(=O)NCc2ccco2)cc1 (centres undefined)
→ -7%	1%	6%	-14%	1%	-5%	0%	1%
29. C=CCOc1c(Br)cc(CNc2ccc(NC(=O)C(C)C)cc2)cc1OCC
→ 3%	5%	-1%	-1%	0%	9%	-4%	-14%
30. O=C1N(CN2CCC3(CC2)OCCO3)c2ccccc2C12OCCCO2
→ 4%	-3%	-4%	3%	-3%	-2%	4%	-5%

# Brought forward from above: two entries, followed by the next part.
# Values run as follows: RGS12 GoLoco inh	GAA inh	GAA spleen mod	L3MBTL1 inh	TexasRed fluor	RECQ1 helicase	GAA glycogen mod	TRb-SRC2 inh
29. C=CCOc1c(Br)cc(CNc2ccc(NC(=O)C(C)C)cc2)cc1OCC
→ 3%	5%	-1%	-1%	0%	9%	-4%	-14%
30. O=C1N(CN2CCC3(CC2)OCCO3)c2ccccc2C12OCCCO2
→ 4%	-3%	-4%	3%	-3%	-2%	4%	-5%
31. CCOC(=O)C1(Cc2cccc(OC)c2)CCN(Cc2cccc(OC)c2O)CC1
→ 3%	-9%	-5%	-24%	-1%	-4%	-1%	-4%
32. CCC(=O)NC(=S)Nc1ccc(NC(=O)c2cc3ccccc3o2)c(OC)c1
→ 9%	-3%	5%	-1%	-2%	-9%	11%	-1%
33. CC(C)CCCC(C)C1CCC2C3=CC[C@@H]4CC(O)CC[C@@]4(C)C3CC[C@]21C (some centres undefined)
→ -1%	.	1%	.	-4%	-11%	.	-5%
34. CCOC(=O)CCC(=O)c1c(C)oc2ccc(OC)cc12
→ 5%	-3%	-1%	17%	-1%	-6%	0%	-2%
35. CC(NC(=O)CCc1ccccc1)c1cc2c(cc1Cl)OCCO2 (centres undefined)
→ 3%	-5%	-2%	3%	-1%	-2%	-16%	3%
36. CCOc1ccc2c(c1)s/c(=N\S(=O)(=O)c1ccc(OC)cc1)n2C(F)F
→ 8%	-8%	-5%	.	-2%	-11%	6%	1%
37. Cc1ccc(C2/C(=C(\O)c3c(C)nc4ccccn34)C(=O)C(=O)N2CCN(C)C)o1 (centres undefined)
→ -9%	.	5%	-3%	0%	-3%	4%	-11%
38. c1ccc(Cc2nn3c(COc4ccccc4)nnc3s2)cc1
→ -25%	-22%	-3%	-3%	-1%	3%	1%	-9%
39. CC(C)C(C(=O)Nc1sc2c(c1C#N)CCCCC2)N1C(=O)c2ccccc2C1=O (centres undefined)
→ -8%	-6%	-14%	-5%	-7%	i	-1%	-3%
40. COc1ccc2c(c1)C(=O)OC2CC(=O)O (centres undefined)
→ 1%	-2%	-1%	2%	1%	i	5%	-14%
41. CN(CCc1ccccn1)C(=S)Nc1ccc(Cl)c(Cl)c1
→ 1%	4%	-2%	0%	-1%	i	-24%	2%
42. CCN(CC)CC(=O)n1c2c(c3ccccc31)CCCC2
→ 8%	-11%	-1%	-16%	0%	-7%	7%	-2%
43. Cc1cccc(C#N)c1NC1=CC(=O)CC(C)(C)C1
→ -10%	0%	0%	-6%	-1%	-5%	5%	13%
44. O=c1[nH]nc(SCc2nc3ccccc3s2)n1C1CC1
→ -5%	2%	4%	21%	-1%	i	4%	-6%
45. COC(=O)CN1C(=S)N(c2ccc(F)cc2)C(=O)C1CC(=O)Nc1ccccc1 (centres undefined)
→ 6%	4%[15.4 µM]	5%	-3%	-2%	19%	-7%	2%
46. Cc1cc(NC(=O)CSc2ncnc3c2cnn3-c2ccccc2)no1
→ -1%	-1%	-5%	.	1%	0%	8%	1%
47. COc1cccc(-c2cc(C(=O)N3C(C)CCCC3C)no2)c1 (centres undefined)
→ 5%	-14%	-2%	.	-2%	-5%	-3%	-2%
48. O=[N+]([O-])c1ccc(O)c(/C=N/n2cnc3ccccc32)c1
→ -4%	-10%	-1%	8%	-8%	-11%	2%	4%
49. Cc1ccccc1-c1nc2ccccc2c(=O)n1C1CCS(=O)(=O)C1 (centres undefined)
→ -3%	-1%	-1%	6%	-1%	7%	-5%	1%
50. CCC(C)NC(=O)c1ccc(CSCc2cccc(F)c2)o1 (centres undefined)
→ 10%	3%	-11%	.	0%	-9%	7%	4%
51. Cc1ccc(-c2nnc(SCC(=O)N/N=C/c3c(C)nn(-c4ccccc4)c3C)n2-c2ccc(C)cc2)cc1
→ -5%	-3%	3%	-14%	-2%	i	-5%	3%
52. Cc1nn(C)cc1/C=N\NC(=O)Cc1ccc([N+](=O)[O-])cc1
→ 3%	0%	-8%	11%	0%	-5%	5%	0%
53. Cc1ccc(O)c(NC(=O)CCCC(=O)O)c1
→ 4%	-2%	-10%	5%	3%	i	?	2%
54. COc1cc(OC)c(OC)cc1CN1CCCC(C(=O)c2sccc2C)C1 (centres undefined)
→ -8%	.	-3%	31%[activator]	-2%	-7%	14%	-3%
55. CC(NC(=O)CN(C)CC(=O)Nc1ccc(F)c(F)c1F)c1ccccc1 (centres undefined)
→ 12%	-1%	3%	3%	2%	i	-6%	0%
56. CC(=O)N(O)[C@@H]1c2cc(C#N)ccc2OC(C)(C)[C@H]1O
→ 4%	.	1%	.	-1%	-14%	.	4%
57. N=c1c2c3c(sc2ncn1N)CCC3
→ 6%	.	-7%	5%	-1%	i	1%	1%
58. C/C(=N\NC(=O)Cn1ccc(C(F)(F)F)n1)c1ccc2c(c1)OCO2
→ 1%	-6%	1%	.	1%	0%	7%	-12%
59. Cc1ccc(C2/C(=C(/O)c3cnn(-c4ccccc4)c3C)C(=O)C(=O)N2CCN2CCOCC2)o1 (centres undefined)
→ 41%[activator]	-7%	-10%	.	1%	-4%	-3%	-5%
